# Compound activity (PubChem)
# CBFb-RUNX1 inh: CBF-beta/RUNX1 interaction disruption; AlphaScreen CBFb-His/RUNX1-biotin binding, biochemical; Potency, µM (doses to about 59.8 µM), for the others: at the highest dose activity, negative = inhibition, hits mostly inhibitors; 230,000 tested, under 10 active; further: % of control where 0% means no effect
#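 Read-out: AlphaScreen. Format: His-CBF-beta with biotinylated RUNX1 (30 nM each) preincubated 20 min, compound 15 min, Ni-chelate plus streptavidin beads 90 min; room temperature throughout.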
# Luc counter: counter-screen: inhibitors of Kinase-Glo firefly luciferase; Potency, µM (titrated, usually from 38.3 µM), for the others: at the highest dose activity change, negative = inhibition, hits mostly inhibitors; AID 1379; Kinase-Glo luciferase, ATP luminescence, 8 min; 0.28% of 200,000 active; further: potency means the concentration at half of the fitted maximal effect; on the % scale 0 is the no-effect control and ±100 the full control effect; nearly all actives have a fitted effect of over 60% in size
#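 Kinase-Glo luciferase light output from ATP and luciferin was measured with 10 uM ATP, within the enzyme's linear range. Buffer: 50 mM imidazole pH 7.2, 50 mM KCl, 7 mM MgCl2, 0.01% Tween 20, 0.05% BSA; luminescence read after 8 min at ambient temperature.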
# Epigenetic derep: derepresses silenced GFP reporter in murine cells | 0.2% of 280,000 active | murine LDR cells, GFP reporter derepression, 30 h | Potency, µM (top dose mostly 53.9 µM), for inactives: top-dose GFP activation, hits mostly activators; further: potency means the concentration at half of the fitted maximal effect; % of control where 0% means no effect; nearly all actives have a fitted effect of over 60% in size
#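 Derepression of a silenced CMV-GFP reporter in murine LDR cells is scored by enumerating GFP-positive cells with a laser-scanning microplate cytometer after 30 hours of treatment at 37 C.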
# IMPase Li cell: membrane-permeable IMPase blocker, potentiated with lithium; CHO-M1 cells, IP1 TR-FRET (IP-One), carbachol + lithium; Potency, µM (highest dose often 59.4 µM), for the others: at the highest dose activity, negative = IMPase inhibition, most hits filed as inhibitors; 0.35% of 210,000 active;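 further: IP1 builds up when IMPase is blocked and the TR-FRET signal falls; potency means the concentration at half of the fitted maximal effect; plate controls were basal vehicle for no effect and high inhibitor control for full effect; nearly all actives have a fitted effect of over 50% in size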
#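 Concentration–response in CHO-M1 cells, lithium-potentiated; 30 min at 37C. IP1 detected by competitive TR-FRET after 10 min lysis at RT. Hill-fitted AC50.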
# NPSR antagonist: antagonists of human neuropeptide S receptor cAMP signaling; Q6W5P4; CHO-NPSR cells, cAMP TR-FRET, antagonist mode; Potency, µM (titrated, usually from 38.3 µM), for the others: at the top dose activity change, negative = inhibition, usual class: inhibitors; 1% of 220,000 active; further: potency means the concentration at half of the fitted maximal effect; on the % scale 0 is the no-effect control and ±100 the full control effect; nearly all actives have a fitted effect of over 50% in size; many of its hits are not listed in these tables
# Target sequence (Q6W5P4 whole entry, looked up): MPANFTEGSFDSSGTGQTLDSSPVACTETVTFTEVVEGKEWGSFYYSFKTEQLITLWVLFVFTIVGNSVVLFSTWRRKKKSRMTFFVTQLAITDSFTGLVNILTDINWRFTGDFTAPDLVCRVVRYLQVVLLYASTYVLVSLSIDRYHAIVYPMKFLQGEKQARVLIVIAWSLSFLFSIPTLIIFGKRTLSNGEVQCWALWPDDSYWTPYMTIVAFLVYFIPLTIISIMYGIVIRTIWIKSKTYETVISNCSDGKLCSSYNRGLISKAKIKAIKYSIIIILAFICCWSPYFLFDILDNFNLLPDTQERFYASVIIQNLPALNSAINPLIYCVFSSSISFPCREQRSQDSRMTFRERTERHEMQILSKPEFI
# LMNA splice mod: changes lamin A minigene splicing in HeLa cells; HeLa LMNA splicing GFP/RFP minigene ratio, 48 h; Potency, µM (highest dose often 46.1 µM), for inactives: at the top dose ratio change, negative = inhibition, usual class: inhibitors; 0.01% of 200,000 active; AID 1487; active means well fitted inhibition curve with a large enough effect in the signal ratio, with a control signal flat, not every such curve was filed as active; inconclusive means small, poorly fitted or top-dose-only effect, or effect the other way, or a change in a side signal; the % refers to the signal ratio; further: potency means the concentration at half of the fitted maximal effect; on the % scale 0 is the no-effect control and ±100 the full control effect
#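 Read-out is the ratio of GFP to DsRed2 object intensity, acquired by 488 nm laser-scanning cytometry on HeLa lamin A-EGFP minigene reporter cells. Compound incubation 48 hrs at 37 °C in Opti-MEM with 2% FBS; DMSO 0.5% final.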
# GLA spleen mod: inhibitors or activators of human alpha-galactosidase in spleen homogenate | 0.008% of 240,000 active | Potency, µM (titrated, usually from 80 µM), for the others: at the highest dose activity change, negative = inhibition, actives largely listed as inhibitors | human spleen homogenate, 4MU-alpha-Gal fluorescence, 40 min | P06280;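 further: potency means the concentration at half of the fitted maximal effect; 0% = enzyme with vehicle and -100% = no enzyme basal signal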
# Target sequence (P06280 32-429 limits assumed): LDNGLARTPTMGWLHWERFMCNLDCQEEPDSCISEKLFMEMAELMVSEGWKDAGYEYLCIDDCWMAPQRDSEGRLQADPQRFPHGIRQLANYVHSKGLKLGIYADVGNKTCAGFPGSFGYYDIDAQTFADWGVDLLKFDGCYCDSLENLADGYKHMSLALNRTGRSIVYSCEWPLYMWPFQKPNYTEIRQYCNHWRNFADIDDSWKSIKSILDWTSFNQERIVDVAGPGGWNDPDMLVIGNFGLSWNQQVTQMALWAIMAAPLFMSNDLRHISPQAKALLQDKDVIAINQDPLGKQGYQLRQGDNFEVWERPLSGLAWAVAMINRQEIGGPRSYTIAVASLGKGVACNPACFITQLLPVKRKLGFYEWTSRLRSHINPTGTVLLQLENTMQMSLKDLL
#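 qHTS titration in buffer at pH 5.0. Alpha-galactosidase activity in spleen homogenate was measured via 4-methylumbelliferone release from 1 mM fluorogenic substrate after 40 min at 37C and a pH 10 stop. AC50 came from Hill fits of control-normalized data.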
# Active calls of the source: *; ? = inconclusive; nt = not tested or not shown; [ ] = remark or other dose. Unless noted, the call rests on the fitted dose curve; in most records, active means well fitted curve in the direction sought with a large enough effect; inconclusive means small, poorly fitted or top-dose-only effect, or another doubt; inactive means no such curve, though single readings can be large; an effect the other way counts as inactive or inconclusive.
# Labels used below – A = CBFb-RUNX1 inh; B = Luc counter; C = Epigenetic derep; D = IMPase Li cell; E = NPSR antagonist; F = LMNA splice mod; G = GLA spleen mod
Nc1ncc([N+](=O)[O-])c(Oc2ccccc2F)n1
  A = 7%	B = nt	C = -1.4%	D = nt	E = -9%[7.67 µM]	F = nt	G = -1%

COC(=O)C1=C(C)N(Cc2ccccc2)C(=O)N[C@H]1c1ccc(Br)cc1
  A = 6%[13.1 µM]	B = -1%[7.66 µM]	C = 1.4%	D = 1%	E = -26%	F = 10%[9.22 µM]	G = 16%[17.5 µM]

COC(=O)NC1(C(F)(F)F)C(=O)NC(C)=C1C(=O)OC (configuration not stated)
  A = 6%	B = 1%	C = -1.0%	D = 29%[38.3 µM]	E = -9%[46.1 µM]	F = -1%	G = 0%

Cc1cc(Nc2nn(C)c(N)c2C#N)ccc1F
  A = 6%	B = nt	C = -1.2%	D = -2%	E = -7%	F = nt	G = -1%

CC(=O)c1ccc(Cc2ncc(C(F)(F)F)cc2Cl)s1
  A = 7%	B = 1%	C = 1.5%	D = 15%[38.3 µM]	E = ?	F = -1%	G = 6%

CCc1ccc(C(CNC(=O)c2ccc3c(=O)n(-c4ccccc4F)c(=S)[nH]c3c2)N(C)C)cc1 (configuration not stated)
  A = 10%	B = 7%	C = -0.5%	D = 22%	E = -55%	F = ?	G = 7%

CN1C(=O)C2(OCC(COc3ccc(Cl)cc3)O2)c2ccccc21 (configuration not stated)
  A = 9%	B = 1%	C = -2.1%	D = 11%[38.3 µM]	E = -9%[46.1 µM]	F = ?	G = -16%

C/C(=N\Nc1ccc(C(=O)c2c(C)cc3ccccn23)cc1[N+](=O)[O-])c1ccc(O)cc1
  A = -8%	B = nt	C = -1.1%	D = nt	E = -34%	F = nt	G = 5%

COCCSc1ccccc1C(=O)NCc1cccnc1
  A = -6%	B = 0%	C = -4.3%	D = 7%	E = -4%	F = nt	G = -9%

COC(=O)C1=C(C(=O)OC)[C@@H]2N(C)c3ccccc3[C@@]23C[C@@H](C(=O)OC)N(S(=O)(=O)c2c(C)noc2C)C3=N1
  A = -5%[13.1 µM]	B = -6%[7.66 µM]	C = nt	D = 2%	E = nt	F = -8%[9.22 µM]	G = -1%[17.5 µM]

CCN(CC)S(=O)(=O)c1ccc(Cl)c(NC(=O)c2cc(Cl)cc(Cl)c2)c1
  A = 4%	B = 0%	C = 1.5%	D = -15%	E = -9%	F = -4%	G = -6%

O=C(Nc1ccccc1C(=O)N1CCN(Cc2ccccc2)CC1)c1ccccn1
  A = 1%	B = 0%	C = 0.0%	D = 10%[38.3 µM]	E = 3%[46.1 µM]	F = 12%	G = 10%

CCCCOc1ccc(C(=O)NCC2(c3ccc(OC)cc3)CCOCC2)cc1
  A = 15%	B = 0%	C = -0.6%	D = 10%	E = -11%	F = ?	G = 1%

Nc1c(N(CCO)C(=O)COc2ccc(Cl)cc2)c(=O)[nH]c(=O)n1Cc1ccccc1
  A = 3%	B = 0%	C = -1.1%	D = 2%	E = 12%	F = -8%	G = 5%

COc1cc(/C=N/NC(=O)C(C)Nc2n[nH]c(=O)[nH]c2=O)cc(OC)c1O (configuration not stated)
  A = -4%	B = 5%	C = 2.0%	D = 14%	E = 17%	F = -7%	G = 6%

# Looked up by compound from the list above (4):
# Labels used below – A = CBFb-RUNX1 inh; B = Luc counter; C = Epigenetic derep; D = IMPase Li cell; E = NPSR antagonist; F = LMNA splice mod; G = GLA spleen mod
Nc1ncc([N+](=O)[O-])c(Oc2ccccc2F)n1
  A = 7%	B = nt	C = -1.4%	D = nt	E = -9%[7.67 µM]	F = nt	G = -1%

CCc1ccc(C(CNC(=O)c2ccc3c(=O)n(-c4ccccc4F)c(=S)[nH]c3c2)N(C)C)cc1 (configuration not stated)
  A = 10%	B = 7%	C = -0.5%	D = 22%	E = -55%	F = ?	G = 7%

COC(=O)C1=C(C)N(Cc2ccccc2)C(=O)N[C@H]1c1ccc(Br)cc1
  A = 6%[13.1 µM]	B = -1%[7.66 µM]	C = 1.4%	D = 1%	E = -26%	F = 10%[9.22 µM]	G = 16%[17.5 µM]

COc1cc(/C=N/NC(=O)C(C)Nc2n[nH]c(=O)[nH]c2=O)cc(OC)c1O (configuration not stated)
  A = -4%	B = 5%	C = 2.0%	D = 14%	E = 17%	F = -7%	G = 6%

# Going on with the list.
# Labels used below – A = CBFb-RUNX1 inh; B = Luc counter; C = Epigenetic derep; D = IMPase Li cell; E = NPSR antagonist; F = LMNA splice mod; G = GLA spleen mod
CN(CC(=O)NCc1cccnc1)S(=O)(=O)c1ccccc1
  A = 1%	B = nt	C = -1.0%	D = nt	E = 9%	F = nt	G = -1%

C=C(C)COc1ccc(-c2nc(N)ncc2Oc2ccccc2OCC)c(O)c1
  A = -10%	B = 3%	C = 2.9%	D = 38%[activator][38.3 µM]	E = ?	F = ?	G = 3%

COCCN(C(=S)Nc1cc(C)cc(C)c1)C(C)c1cccs1 (configuration not stated)
  A = 0%	B = 4%	C = -1.1%	D = 9%	E = -47%	F = nt	G = 13%

CC1=C[C@H]2OC(=O)[C@@H](C)[C@H]2C[C@@H]2[C@H]1C[C@@H](O)[C@@]2(C)O
  A = 20%	B = nt	C = -3.2%	D = nt	E = 25%	F = nt	G = 0%

COC(=O)CC1C(C)(C)C(=O)C2CC3=C4CC(=O)OC(c5ccoc5)[C@]4(C)CCC3[C@@]1(C)C2=O (some centres not stated)
  A = 21%	B = -3%	C = -1.3%	D = 24%	E = nt	F = nt	G = -20%

Cc1ncoc1C(=O)N1CCc2c([nH]c3ccccc23)C1C1CCCCC1 (configuration not stated)
  A = -3%	B = 2%	C = 0.3%	D = 3%	E = 30%	F = nt	G = 2%

COc1ccc(CNC(=O)CSc2nnnn2-c2ccccc2)cc1
  A = 0%	B = 1%	C = 0.1%	D = -10%[38.3 µM]	E = -11%[46.1 µM]	F = 8%	G = -10%

COc1ccc(S(=O)(=O)N(C)CC(=O)N2CCC(C(N)=O)CC2)cc1Cl
  A = 1%	B = 4%	C = -1.1%	D = 7%[38.3 µM]	E = -11%[46.1 µM]	F = -2%	G = 15%

COc1ccc(C(CCN2CCOCC2)c2c(OC)cc(OC)c3c(C)cc(=O)oc23)cc1 (configuration not stated)
  A = 7%	B = nt	C = -1.2%	D = nt	E = 2%	F = nt	G = 2%

CC1CCCCN1S(=O)(=O)c1ccc2c(c1)oc(=O)n2CC(=O)O (configuration not stated)
  A = 2%	B = nt	C = 14%	D = nt	E = -9%[46.1 µM]	F = ?	G = -3%

CC(Oc1ccc(Cl)cc1)C(=O)/C=C/N(C)C (configuration not stated)
  A = 0%	B = 1%	C = -1.1%	D = -5%[38.3 µM]	E = 1%[46.1 µM]	F = 12%	G = 7%

COc1ccc(/C=C/C(=O)Nc2cccc(N3CCOCC3)c2)cc1OC
  A = 1%	B = 0%	C = -1.3%	D = -1%	E = 2%	F = -4%	G = 2%

C=C(C)Cn1c(CCNC(=O)CC)nc2ccccc21
  A = 0%	B = -2%	C = -1.0%	D = -2%	E = 4%[46.1 µM]	F = -2%	G = 1%

COc1ccc(C(=O)N(CCCO)Cc2cc3c(C)ccc(C)c3[nH]c2=O)cc1OC
  A = 7%	B = 1%	C = -1.1%	D = 7%	E = -8%[46.1 µM]	F = -6%	G = 3%

CS(=O)(=O)N1CC2CCCN2c2cc(C(F)(F)F)ccc21 (configuration not stated)
  A = -8%	B = 1%	C = 6.7%	D = 12%	E = -5%	F = nt	G = 5%

CCOC(=O)c1c(-c2ccccc2)nc2c(C)cccn12
  A = 2%	B = -3%	C = -0.2%	D = -1%[38.3 µM]	E = 14%[46.1 µM]	F = 8%	G = 6%

CC1CCN(C(=S)c2ccc(O)cc2)CC1
  A = -1%	B = 1%	C = -2.3%	D = -10%[38.3 µM]	E = -6%[46.1 µM]	F = 2%	G = -4%

Cc1ccc(S(=O)(=O)CC(CN2CCCCC2)N2CCCCC2)cc1 (configuration not stated)
  A = -2%	B = 9%	C = 1.1%	D = 27%	E = -3%	F = nt	G = -5%

Cc1cc(C(=O)CSc2nnc(-c3cccs3)n2Cc2ccccc2)c(C)n1C
  A = -24%	B = -4%	C = -3.0%	D = -5%[38.3 µM]	E = -26%[46.1 µM]	F = ?	G = 1%

COc1ccc(Cl)cc1NC(=O)CN(C)C(=O)CNC(=O)C12CC3CC(CC(C3)C1)C2
  A = 7%	B = -5%	C = 11%	D = 22%[38.3 µM]	E = -10%[46.1 µM]	F = -5%	G = -1%

c1ccc2nc(N3CCOCC3)cnc2c1
  A = -3%	B = -1%	C = -0.1%	D = 27%[38.3 µM]	E = 5%[46.1 µM]	F = 3%	G = 1%

CCn1c(SCC(=O)N2c3ccccc3Sc3ccccc32)nc2c1c(=O)n(C)c(=O)n2C
  A = 3%	B = -3%	C = -0.1%	D = 7%[38.3 µM]	E = ?	F = 2%	G = 8%

CC1CCCN(c2ncnc3c2cnn3-c2ccc(Cl)cc2)C1 (configuration not stated)
  A = 14%	B = nt	C = 2.6%	D = nt	E = -34%	F = nt	G = 5%

Clc1cccc(-c2nnc3n2CCCCC3)c1
  A = -22%	B = -3%	C = 2.5%	D = -6%	E = 6%	F = 6%[46 µM]	G = -5%

Cc1c(C(=O)OCC(=O)Nc2ccc(C(N)=O)cc2)cccc1[N+](=O)[O-]
  A = 13%	B = -1%	C = -2.4%	D = 10%	E = 15%	F = 17%[46 µM]	G = 1%

COc1cc2cc(CN(CCO)S(=O)(=O)c3ccccc3Cl)c(=O)[nH]c2cc1OC
  A = -1%	B = nt	C = -6.9%	D = nt	E = -2%[46.1 µM]	F = 1%	G = 15%

S=C(NCCc1ccccc1)N/N=C/c1ccc(Cl)cc1
  A = -2%	B = nt	C = -1.1%	D = nt	E = -41%	F = nt	G = -6%

CC(C)CCCC(C)C1CCC2C3=CC[C@@H]4CC(O)CC[C@@]4(C)C3CC[C@]21C (some centres not stated)
  A = nt	B = -3%	C = -0.7%	D = 5%	E = nt	F = 19%	G = -8%

O=C(Nc1cccc(NC(=O)c2ccc(-c3ccc(Br)cc3)o2)c1)c1ccco1
  A = -12%	B = 1%	C = 1.0%	D = -11%	E = ?	F = ?	G = 1%

Cn1c(-c2sc3cc(C(F)(F)F)cnc3c2-c2ccccn2)n[nH]c1=S
  A = 5%	B = 5%	C = 2.5%	D = 2%	E = 33%	F = nt	G = 4%

# These rows are one share of the data, so the mix of outcomes need not match the whole.
